# Assay outcomes from PubChem BioAssay.
# PP1 inh = PP1-alpha (human) inhibition in PP5 counter-screen | purified PP1alpha, OMFP fluorescence | AID 2235 | actives 0.9% (n = 320,000) | inhibition, % at 6.7 µM;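 active = inhibition above the mean inhibition of all tested compounds plus 3 SD, computed separately for each screening campaign, cut at about 15% in these data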
# Target sequence (P62136 whole entry, looked up): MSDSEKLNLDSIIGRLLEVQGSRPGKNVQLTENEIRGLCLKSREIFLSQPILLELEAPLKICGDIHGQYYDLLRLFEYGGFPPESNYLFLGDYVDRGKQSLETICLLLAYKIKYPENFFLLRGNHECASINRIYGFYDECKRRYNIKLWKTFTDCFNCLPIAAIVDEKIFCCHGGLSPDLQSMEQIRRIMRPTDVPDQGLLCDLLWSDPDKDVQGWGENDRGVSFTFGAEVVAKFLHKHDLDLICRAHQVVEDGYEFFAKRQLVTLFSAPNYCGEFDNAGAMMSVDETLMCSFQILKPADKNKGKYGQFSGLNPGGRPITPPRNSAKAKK
# proCasp3 act = procaspase-3 (human) activation; P42574; recombinant procaspase-3 D3A, Ac-DEVD-pNA absorbance 405 nm; activation, % at 8.5 µM; actives 0.11% (n = 330,000);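 active = activation above the mean of all tested compounds plus 3 SD, cut at about 21% in these data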;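 also: 0% = DMSO alone and 100% = DMSO wells spiked with extra 5 µM PC-3 D3A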
# Target sequence (P42574 whole entry D9A/D28A/D175A): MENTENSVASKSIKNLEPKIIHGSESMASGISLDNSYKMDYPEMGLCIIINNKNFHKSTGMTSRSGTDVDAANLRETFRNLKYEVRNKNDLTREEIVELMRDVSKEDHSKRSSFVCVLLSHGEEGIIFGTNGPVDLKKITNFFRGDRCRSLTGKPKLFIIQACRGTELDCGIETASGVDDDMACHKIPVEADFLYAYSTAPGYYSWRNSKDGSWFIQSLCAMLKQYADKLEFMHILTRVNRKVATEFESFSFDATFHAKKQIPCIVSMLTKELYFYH
#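 System: Procaspase-3 D3A mutant. Medium: Zinc-free 300 mM NaCl, 50 mM HEPES, 0.01% Triton X-100. Schedule: 1 h preincubation plus 2 h reaction at 25 °C. Measured by: 405 nm absorbance of p-nitroaniline, reads at 0 and 120 min. Read-out: percent activation relative to control range.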
# CTSL1 counter = blocks F. hepatica cathepsin L1 in PFM18AAP counter-screen. AID 1906. inhibition, % at 5.96 µM. actives 0.49% (n = 300,000). recombinant F. hepatica cathepsin L1, Z-Leu-Arg-MCA fluorescence;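 active = inhibition above the mean of all tested compounds plus 3 SD, set per screening campaign, cut at about 17% in these data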;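 also: 0% = plate median of test compound wells and 100% = 1 µM Z-Phe-Ala-diazomethylketone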
# PP5 primary = blocks human protein phosphatase 5 activity | AID 1987 | actives 0.18% (n = 320,000) | purified PP5c, OMFP substrate fluorescence | inhibition, % at 6.7 µM | P53041;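 active = inhibition above the campaign's mean inhibition across all tested compounds plus 3 SD, cut at about 9.5% in these data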;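 also: 0% = DMSO only and 100% = 100 µM cantharidin control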
# core dimer inh = HCV core protein dimerization inhibition; TR-FRET GST/Flag-core106 dimerization, 1536-well; inhibition, % at 5 µM; actives 0.33% (n = 300,000); AID 1899;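 active = inhibition above the mean of all tested compounds plus 3 SD, set per screening campaign, cut at about 45% in these data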
#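 Assay system: GST-tagged and Flag-tagged HCV core protein residues 1-106 / Times: compound-protein-antibody incubation 4 h at 22.5 °C / Signal: time-resolved FRET, ex 340 nm, em 617 and 671 nm / Evaluation: % inhibition based on acceptor/donor emission ratio / Benchmarks: wells lacking GST-core106 and wells with excess unlabelled core106 / Repeats: singlicate, one well per compound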
# proCasp7 act = activates human procaspase-7, counter-screen for procaspase-3 activators. recombinant procaspase-7, Ac-DEVD-pNA absorbance 405 nm; D23A/D198A/D206A triple mutant, cannot self-cleave; scale: DMSO 0, 5 µM enzyme 100. activation, % at 8.5 µM. actives 0.093% (n = 330,000);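 active = percent activation above the screen-wide mean plus 3 SD, cut at about 25% in these data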
# Target sequence (P55210 whole entry D23A/D198A/D206A): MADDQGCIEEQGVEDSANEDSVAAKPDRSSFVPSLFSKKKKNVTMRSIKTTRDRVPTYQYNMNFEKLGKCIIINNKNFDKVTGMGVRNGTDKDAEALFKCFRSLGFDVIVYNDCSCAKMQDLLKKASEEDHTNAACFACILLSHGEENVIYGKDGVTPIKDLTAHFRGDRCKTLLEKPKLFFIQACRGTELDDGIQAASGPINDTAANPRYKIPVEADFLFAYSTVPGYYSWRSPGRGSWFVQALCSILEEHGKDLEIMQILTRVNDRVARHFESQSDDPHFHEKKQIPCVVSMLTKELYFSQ
#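 Assay system – Uncleavable procaspase-7 mutant enzyme · Quantity – 2 µM procaspase-7 mutant as dispensed · Times – 1 h preincubation, 2 h reaction · Dosing – single nominal 8.5 µM compound dose, 0.8% DMSO final · Buffer or medium – Zinc-free 50 mM HEPES buffer, pH 7.4, with NaCl and Triton X-100 · Detection – Epi-absorbance of released pNA at 405 nm, two timepoints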
# AHR act = activates the human aryl hydrocarbon receptor. P35869. AHR-responsive luciferase reporter cells, luminescence. activation, % at 5 µM. actives 2.5% (n = 320,000); in the data active = activation above about 47%;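 also: 0% = vehicle wells and 100% = reference agonist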
# PAFAH2 FP inh = inhibitors of human PAFAH2. actives 0.99% (n = 340,000). Q99487. inhibition, % at 3.39 µM. recombinant PAFAH2, FP-rhodamine activity probe, fluorescence polarization;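 active = inhibition above the mean over all tested compounds plus 3 SD, cut at about 30% in these data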;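 also: inhibitors block probe labeling of enzyme so polarization drops; 0% = enzyme with DMSO and 100% = wells lacking PAFAH2 protein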
# TPT1 inhibitor = inhibitors of Candida albicans tRNA 2'-phosphotransferase TPT1 | actives 0.81% (n = 300,000) | inhibition, % at 5 µM | AID 1962 | recombinant caTPT1, FP RNA substrate dephosphorylation;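 active = inhibition above the mean of all tested compounds plus 3 SD, set per screening campaign, cut at about 24% in these data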;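 also: plate controls were DMSO alone for no effect and ferristatin control at 100 nM for full effect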
# * marks the source's active call; other numbers are inactive results; nt = not tested or not shown. Rows are unselected; overall some 5.6% were active at least once.
Compound	PP1 inh	proCasp3 act	CTSL1 counter	PP5 primary	core dimer inh	proCasp7 act	AHR act	PAFAH2 FP inh	TPT1 inhibitor
CCC(C)(C)n1nnnc1C(c1cccc(C#N)c1)N1CCN(c2cc(C)ccc2C)CC1 (stereo not given)	-4	-7	-1	2.2	-7	1	2	-8	0
CN(C)S(=O)(=O)c1cc(C(=O)NCC2CCCO2)c(Cl)cc1Cl (stereo not given)	2	-2	3	-1.8	-3	-7	4	2	2
CC(C)C1CC(c2ccccc2)(C(CN)CO)CCO1 (stereo not given)	-1	-11	0	-0.5	-3	-5	-2	-3	-2
CCOc1ccc(C(=O)Nc2cc(-c3nc4ccccc4[nH]3)ccc2Cl)cc1[N+](=O)[O-]	4	-7	0	3.4	21	-6	19	-24	-1
COc1cc(CCC(=O)Nc2c(C(=O)N3CCN(c4ccccc4)CC3)oc3ccccc23)on1	2	1	-3	0.4	4	1	-5	7	2
O=C(CSc1nnc(-c2ccccc2)o1)NC1CCCC1	-4	0	0	-0.8	4	-8	-2	-1	0
O=C(Nc1ccccc1)c1ccc(N2CCN(c3ccccn3)CC2)c(S(=O)(=O)N2CCOCC2)c1	0	-2	-2	-0.2	5	2	1	-3	-1
CCOc1ccc(CCNC(=O)CS(=O)Cc2nc(-c3ccccc3Cl)oc2C)cc1OCC (stereo not given)	-3	0	1	0.8	4	2	0	4	0
COc1ccc(Cl)cc1NC(=O)CN(C)CC(=O)Nc1ccccc1C(F)(F)F	2	-1	0	0.6	1	-3	11	-3	0
COc1ccc(NC(=O)CN2CCN(C3c4ccccc4-c4ccccc43)CC2)c(OC)c1	-2	-3	-2	1.3	3	3	-4	-3	0

# Some values from above.
# core dimer inh, COc1ccc(NC(=O)CN2CCN(C3c4ccccc4-c4ccccc43)CC2)c(OC)c1 is entered as 3
# TPT1 inhibitor, CCC(C)(C)n1nnnc1C(c1cccc(C#N)c1)N1CCN(c2cc(C)ccc2C)CC1 (stereo not given) is entered as 0
# core dimer inh, O=C(CSc1nnc(-c2ccccc2)o1)NC1CCCC1 is entered as 4
# AHR act, O=C(Nc1ccccc1)c1ccc(N2CCN(c3ccccn3)CC2)c(S(=O)(=O)N2CCOCC2)c1 is entered as 1
# PP5 primary, COc1cc(CCC(=O)Nc2c(C(=O)N3CCN(c4ccccc4)CC3)oc3ccccc23)on1 is entered as 0.4
# proCasp7 act, CCOc1ccc(C(=O)Nc2cc(-c3nc4ccccc4[nH]3)ccc2Cl)cc1[N+](=O)[O-] is entered as -6

# Further compounds follow:
Compound	PP1 inh	proCasp3 act	CTSL1 counter	PP5 primary	core dimer inh	proCasp7 act	AHR act	PAFAH2 FP inh	TPT1 inhibitor
CCc1nnc(N2C(=O)c3ccccc3C2(O)c2ccccc2)s1 (stereo not given)	0	-5	-1	2.3	-4	3	5	-2	-1
CCc1cccc(NC(=O)C2CCCN(S(=O)(=O)c3c(C)[nH]c(=O)[nH]c3=O)C2)c1 (stereo not given)	-2	0	-1	1.8	0	-6	6	-1	1
CC1CC(C)CN(C(=O)c2ccc(CNc3c(N4CCCC4)c(=O)c3=O)cc2)C1 (stereo not given)	-3	-5	-4	-3.4	-10	-1	-2	-5	0
C/C(=N\NC(=O)c1ccc(CSc2nc(C)cc(C)n2)cc1)c1ccco1	3	-1	-3	1.3	11	3	7	1	2
Cc1cc(C)cc(C(=O)NC(CC(N)=O)c2ccc(NCC3CC3)c([N+](=O)[O-])c2)c1 (stereo not given)	6	-3	-1	3.1	0	2	-1	1	3
CCOC(=O)c1c(NC(=O)COC(=O)Cn2c(C(F)(F)F)nc3ccccc32)sc(C)c1C	-2	-5	6	2.6	-2	5	0	6	-1
COCCCN1C(=O)c2ccc(C(=O)OCC(=O)NCCc3ccccc3)cc2C1=O	4	-5	-4	0.9	-2	8	0	0	0
CCN1C(=O)c2ccccc2S(=O)c2ccc(C(=O)N3CCCC3)cc21 (stereo not given)	-3	-7	0	0.0	1	-2	1	1	-4
C/C(=N\OCC(=O)NCC(F)(F)F)c1cc2ccccc2o1	-3	-3	-5	-3.7	-4	4	4	-6	-1
CCCc1oc(C(=O)O)cc1CN	0	-10	-1	4.4	-1	-6	2	-2	-4
Cc1cc(C)n(C(=O)CNC(=O)c2ccco2)n1	0	4	5	7.9	-3	5	1	-2	-1
CN(C)S(=O)(=O)N1CCN(C(=O)c2ccc3c(c2)OCO3)CC1	1	5	2	-0.2	7	-6	-1	14	-1
Cc1[nH][nH]c(=O)c1C	-3	8	nt	0.5	nt	7	2	-3	nt
O=C(CN(c1ccc(F)cc1)S(=O)(=O)c1ccc2c(c1)OCCO2)NCc1ccccc1	0	3	0	1.9	0	3	-1	-1	-3
COc1ccccc1-c1nc(-c2ccc(Br)o2)no1	1	4	2	1.2	-15	-2	91*	9	-4
CSCc1ccc(C(=O)N2CCC(N3CCC(C(=O)NC(C)C)CC3)CC2)o1	2	-2	1	2.6	0	-1	0	0	0
O=C(CN(c1ccccc1)S(=O)(=O)c1ccccc1)N/N=C/c1ccc(OC2CSC2)cc1	2	-1	-2	1.2	16	-2	2	nt	-2
COc1ccc(CCN2C(=O)CC(C(N)=O)SC2=Nc2ccc(F)cc2)cc1OC (stereo not given)	-2	14	-3	1.4	-5	3	2	-1	-1
O=C(CCN1C(=O)/C(=C/c2ccc3c(c2)OCO3)SC1=S)Nc1cccc(C(=O)O)c1	1	8	-1	4.6	-5	-1	0	-2	3
CC(C)c1cc(NC(=O)C(C)(C)C)cc(C(C)C)c1O	-4	13	0	1.2	2	2	-1	6	-5
O=[N+]([O-])c1cccc(S(=O)(=O)N2CCc3ccccc3C2)c1	1	-1	4	-0.6	0	6	-2	-2	-5
COc1ccc(NC(=O)CS(=O)c2cccc(C(F)(F)F)c2)cc1 (stereo not given)	-6	0	-4	0.2	2	-6	-3	-2	4
COCCCn1nnnc1SCC(=O)N1CCCC1	-3	-5	1	-2.3	1	-2	-2	11	-2
CN1CC[C@@]2([C@@]34CCN(C)C3Nc3ccccc34)c3ccccc3NC12 (stereo not given in full)	9	5	9	-9.8	-1	3	7	2	-5
CCn1nnc(NC(=O)c2sc3ccccc3c2Cl)n1	-1	-7	1	-0.1	5	4	1	8	0
COc1ccc(S(=O)(=O)NCC(=O)N(CC(=O)NCC2CCCO2)c2cc(C)ccc2C)cc1 (stereo not given)	0	4	-5	2.5	-2	-10	-5	-4	-2
CN(C)S(=O)(=O)c1cc(NC2CC(=O)N(c3ccc(F)cc3)C2=O)ccc1Cl (stereo not given)	-4	-5	-5	0.2	0	5	0	4	1
CCOC(=O)N/N=C/c1ccc(N2CCOCC2)s1	-1	-1	-3	2.6	-21	-7	18	-4	1
COC(=O)C(C)Oc1ccc(=O)[nH]n1 (stereo not given)	-1	0	-5	2.0	-1	0	6	11	2
CN(C)C(=N)c1n[nH]nc1SCc1ccccc1	-2	-5	-3	-0.8	2	-2	0	3	-1

# Entries of single compounds, quoted from the list. Order of screens: PP1 inh	proCasp3 act	CTSL1 counter	PP5 primary	core dimer inh	proCasp7 act	AHR act	PAFAH2 FP inh	TPT1 inhibitor
# Results for `O=[N+]([O-])c1cccc(S(=O)(=O)N2CCc3ccccc3C2)c1` : 1	-1	4	-0.6	0	6	-2	-2	-5
# Results for `COc1ccc(NC(=O)CS(=O)c2cccc(C(F)(F)F)c2)cc1` (stereo not given) : -6	0	-4	0.2	2	-6	-3	-2	4
# Results for `COC(=O)C(C)Oc1ccc(=O)[nH]n1` (stereo not given) : -1	0	-5	2.0	-1	0	6	11	2

# Continuation:
Compound	PP1 inh	proCasp3 act	CTSL1 counter	PP5 primary	core dimer inh	proCasp7 act	AHR act	PAFAH2 FP inh	TPT1 inhibitor
O=c1ccc(S(=O)(=O)N2CCCC2)cn1Cc1nc(-c2ccccc2)no1	-4	6	nt	1.4	nt	-1	1	4	nt
Cc1ccccc1-c1nnc(SCC(=O)NCC2CCCO2)o1 (stereo not given)	-7	6	nt	-0.6	nt	-2	0	-6	nt
CCOC(=O)c1c(O)c2c(n(Cc3ccco3)c1=O)CCCC2	8	-3	-3	-0.6	-2	8	-1	6	-1
CCCOc1cc(N(CC)CC)ccc1/C=C(/C#N)c1nc2ccc(C)cc2[nH]1	-1	5	9	0.5	16	4	22	-4	184*
CC(=O)Nc1ccc(SC[C@H](C)CN2CC[C@H](C(C)(C)C)CCC2=O)cc1	-2	-13	nt	1.7	nt	-9	1	3	nt
CCN(CC)CCN(Cc1cc2cc3c(cc2[nH]c1=O)OCO3)C(=S)NCCCN(C)C	-3	-8	-3	-0.2	1	2	2	4	0
Cc1cccc(OCC(=O)Nc2ccc(N3CCN(S(C)(=O)=O)CC3)cc2)c1	-2	-6	6	1.6	7	-6	-5	8	1
CC(C)CC1(C)NC(=O)N(Cc2cc([N+](=O)[O-])cc3c2OCOC3)C1=O (stereo not given)	-2	-3	7	-0.4	-2	2	2	-2	-2
O=C(NC(=S)Nc1ccc(Cl)cn1)c1cccs1	-3	-5	0	1.2	0	8	45	-1	-8
CC(=O)c1ccccc1NC(=O)Cn1c(=O)cnc2ccccc21	1	-4	1	3.9	13	-6	15	-5	21
CCOc1ccc(NC(=O)CN(C)C(=O)/C=C/c2ccco2)cc1OCC	1	1	nt	0.7	nt	3	3	-2	nt
O=C(c1ccc(CNS(=O)(=O)c2ccc(Br)cc2)cc1)N1CCCC1	-1	-1	-1	0.5	1	10	3	2	0
Cc1ccc(NC(=O)CSCC(=O)NCc2cccc(C(F)(F)F)c2)cc1	-6	-13	8	1.6	-12	4	18	-4	0
Cc1ccc(C)c(S(=O)(=O)Nc2ccccc2C(=O)Nc2ccccc2N2CCOCC2)c1	3	-3	-3	0.7	5	1	3	7	-4
Cc1ccc(Nc2nnc(SC3CCOC3=O)s2)c(C)c1 (stereo not given)	2	-4	4	1.5	-4	-19	3	-1	1
Cc1cc(C)c(S(=O)(=O)NCC(c2ccco2)N2CCc3ccccc3C2)c(C)c1 (stereo not given)	-2	5	2	2.8	6	14	2	9	-3
